# Tau ThT inhib – blocks human tau fibril formation measured by thioflavin T; AID 1460; P10636; Potency, µM (series often up to 57.4 µM), for the others: at the top dose activity, negative = inhibition, hits mostly inhibitors; recombinant tau K18 P301L (four-repeat tau fragment), heparin-induced fibrillization, ThT fluorescence; 2.1% of 270,000 active; further: on the % scale 0 is the no-effect control and ±100 the full control effect; nearly all actives have a fitted effect of over 55% in size
# Target sequence (P10636 561-689 P618L limits assumed): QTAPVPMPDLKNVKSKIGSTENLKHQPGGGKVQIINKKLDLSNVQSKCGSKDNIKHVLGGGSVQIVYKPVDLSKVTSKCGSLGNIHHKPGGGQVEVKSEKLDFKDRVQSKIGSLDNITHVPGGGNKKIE
#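 Heparin-induced fibrillization of the P301L-mutant K18 repeat-domain fragment of human tau was followed by ThT binding in quantitative high-throughput format.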
# KDM4E inh – inhibitors of human JMJD2E histone demethylase; JMJD2E catalytic domain, FDH-coupled NADH fluorescence (FDH is formaldehyde dehydrogenase); 1.6% of 230,000 active; B2RXH2; Potency, µM (highest dose often 57.1 µM), for inactives: top-dose activity change, negative = inhibition, hits mostly inhibitors; active means well fitted inhibition curve with a large enough effect, not every such curve was filed as active; inconclusive means small, poorly fitted or top-dose-only effect, or another doubt; inactive means no such curve, though single readings can be large or run the other way;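 further: 0% = wells with enzyme and -100% = buffer wells without enzyme; nearly all actives have a fitted effect of over 50% in size; many of its hits are not listed in these tables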
# Target sequence (B2RXH2 1-337 limits assumed): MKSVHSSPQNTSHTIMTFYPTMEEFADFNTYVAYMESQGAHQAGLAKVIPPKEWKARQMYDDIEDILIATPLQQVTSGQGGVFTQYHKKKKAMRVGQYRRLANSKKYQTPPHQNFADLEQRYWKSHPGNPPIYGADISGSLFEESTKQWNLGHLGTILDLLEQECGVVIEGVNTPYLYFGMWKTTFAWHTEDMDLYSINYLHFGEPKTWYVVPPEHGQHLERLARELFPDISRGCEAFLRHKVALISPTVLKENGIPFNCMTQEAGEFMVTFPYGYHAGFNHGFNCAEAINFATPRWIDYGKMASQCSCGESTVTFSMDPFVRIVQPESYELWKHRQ
# KinaseGlo FLuc – Kinase-Glo luciferase inhibition (counter-screen) | 0.28% of 200,000 active | Kinase-Glo luciferase, ATP luminescence, 8 min | Potency, µM (top dose mostly 38.3 µM), without a hit: top-dose activity change, negative = inhibition, most hits filed as inhibitors; further: on the % scale 0 is the no-effect control and ±100 the full control effect; nearly all actives have a fitted effect of over 60% in size
#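 Kinase-Glo luciferase light output from ATP and luciferin was measured with 10 uM ATP, within the enzyme's linear range. Buffer: 50 mM imidazole pH 7.2, 50 mM KCl, 7 mM MgCl2, 0.01% Tween 20, 0.05% BSA; luminescence read after 8 min at ambient temperature.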
# SMN2 splice enh – increases expression of the SMN2 splice variant. HEK293 SMN2-luciferase splicing reporter, luminescence, 30-36 h. Potency, µM (doses to about 46.1 µM), without a hit: at the top dose activity change, positive = activation, usual class: activators. 2.8% of 210,000 active; further: % of control where 0% means no effect; nearly all actives have a fitted effect of over 55% in size
#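 HEK293 cells carry an SMN2 minigene-luciferase reporter in which exon 7 inclusion puts luciferase in frame. Cells were seeded at 2000 cells/well, attached for 10-12 hours, then exposed to compounds for 30-36 hours at 37C before ONE-Glo luminescence.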
# ALDH1A1 inh – blocks purified human ALDH1A1 activity; P00352; Potency, µM (top dose mostly 75.3 µM), inactives show at the highest dose activity, negative = inhibition, most hits filed as inhibitors; Purified ALDH1A1, NADH fluorescence, propionaldehyde substrate; 7.3% of 220,000 active; AID 1030; active means well fitted inhibition curve with a large enough effect, not every such curve was filed as active; inconclusive means small, poorly fitted or top-dose-only effect, or another doubt; inactive means no such curve, though single readings can be large or run the other way;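 further: plate controls were no enzyme wells and a reference inhibitor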
# Lamin A splicing – LMNA splicing modulation; 0.01% of 200,000 active; HeLa LMNA splicing GFP/RFP minigene ratio, 48 h; Potency, µM (top dose mostly 46.1 µM), inactives show at the top dose ratio change, negative = inhibition, hits mostly inhibitors; active means well fitted inhibition curve with a large enough effect in the signal ratio, with a control signal flat, not every such curve was filed as active; inconclusive means small, poorly fitted or top-dose-only effect, or effect the other way, or a change in a side signal; the % refers to the signal ratio; further: on the % scale 0 is the no-effect control and ±100 the full control effect
#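 Read-out is the ratio of GFP to DsRed2 object intensity, acquired by 488 nm laser-scanning cytometry on HeLa lamin A-EGFP minigene reporter cells. Compound incubation 48 hrs at 37 °C in Opti-MEM with 2% FBS; DMSO 0.5% final.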
# RECQ1 inh – blocks DNA unwinding by human RECQ1. 0.54% of 240,000 active. Potency, µM (titrated, usually from 57.3 µM), for inactives: at the highest dose activity, negative = inhibition, hits mostly inhibitors. RECQ1 DNA unwinding, red fluorescence kinetic read;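 further: plate controls were vehicle for no effect and no enzyme for full effect; nearly all actives have a fitted effect of over 30% in size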
# Target sequence (P46063 whole entry, looked up): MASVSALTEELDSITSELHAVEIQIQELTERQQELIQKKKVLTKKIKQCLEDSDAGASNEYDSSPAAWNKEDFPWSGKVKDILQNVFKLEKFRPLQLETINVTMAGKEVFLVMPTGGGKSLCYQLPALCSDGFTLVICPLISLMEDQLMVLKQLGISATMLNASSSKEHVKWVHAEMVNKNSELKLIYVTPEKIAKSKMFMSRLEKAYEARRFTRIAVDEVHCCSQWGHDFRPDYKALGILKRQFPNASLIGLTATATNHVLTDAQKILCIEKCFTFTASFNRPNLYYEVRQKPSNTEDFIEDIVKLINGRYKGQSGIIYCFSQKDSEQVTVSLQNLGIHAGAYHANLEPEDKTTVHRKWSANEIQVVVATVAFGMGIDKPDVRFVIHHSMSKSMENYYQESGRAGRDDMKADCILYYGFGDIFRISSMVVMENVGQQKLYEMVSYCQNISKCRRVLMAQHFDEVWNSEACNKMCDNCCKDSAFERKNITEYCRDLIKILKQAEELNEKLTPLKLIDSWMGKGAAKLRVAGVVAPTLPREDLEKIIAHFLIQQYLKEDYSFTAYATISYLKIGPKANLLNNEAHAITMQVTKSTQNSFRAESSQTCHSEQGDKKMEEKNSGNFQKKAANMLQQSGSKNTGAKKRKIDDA
#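 50 nM RECQ1T1 preincubated 15 min with compound in Tris pH 8.0 buffer with MgCl2, DTT, Tween-20 and 2.5 ug/ml poly(dI-dC); started with 200 nM TAMRA/BHQ-2 forked duplex and 2 mM ATP. Unwinding read as fluorescence (525/598 nm), two reads 2 h apart.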
# L3MBTL1 inh – L3MBTL1 (human) inhibition; Q9Y468; Potency, µM (highest dose often 57.1 µM), for the others: at the top dose activity, negative = inhibition, hits mostly inhibitors; AlphaScreen L3MBTL1–H3K9me1 peptide binding; 0.66% of 230,000 active; further: on the % scale 0 is the no-effect control and ±100 the full control effect; nearly all actives have a fitted effect of over 60% in size
#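 AlphaScreen assay: L3MBTL1 (50 nM final) was preincubated 30 min at room temperature with biotinylated H3(1-15)K9me1 peptide (75 nM final), then 30 min with library compounds; streptavidin donor and nickel chelate acceptor beads (10 ug/mL final) added, 30 min dark.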
# * hit, by the source's call; i = inactive; ? = inconclusive; nt = not tested or not shown; & = joins results of further samples; [ ] = remark or other dose. Unless noted, the call rests on the fitted dose curve; in most records, active means well fitted curve in the direction sought with a large enough effect; inconclusive means small, poorly fitted or top-dose-only effect, or another doubt; inactive means no such curve, though single readings can be large; an effect the other way counts as inactive or inconclusive. Potency means the concentration at half of the fitted maximal effect. The list is partial, so the mix of outcomes need not match the whole.
SMILES,Tau ThT inhib,KDM4E inh,KinaseGlo FLuc,SMN2 splice enh,ALDH1A1 inh,Lamin A splicing,RECQ1 inh,L3MBTL1 inh
Cc1ccccc1NC(=O)OCCN1CCN(Cc2ccccc2)CCC1=O,-4.2%[81.4 µM],4.1%,5.2%[39.9 µM],-19.0%,2.3%&-10.5%,-0.8%,-11.7%[81.1 µM],-0.4%
CCOCCCNC(=O)c1ccc(Cn2c(=O)[nH]c3ccsc3c2=O)cc1,0.8%,1.8%,0.6%,5.4%,0.2%,5.1%[46 µM],-0.8%,nt
CCCN1C(=O)c2ccccc2NC1c1ccc(C)cc1 (stereo not given),3.3%,?,13.0%,-48.3%,?,nt,-0.1%,nt
O=C(CCN1C(=O)c2cccc3cccc(c23)C1=O)NCc1cccnc1,7.0%,?,-2.0%,0.7%,?,nt,-5.0%,0.1%
Cn1c(SCC(=O)NCC2CCCO2)nnc1-c1cccc(NC(=O)c2ccccc2F)c1 (stereo not given),2.8%,3.1%,-0.7%,7.7%,12.2%,nt,27.9%,-4.4%
CCOc1ccc(/C=C/C(=O)Nc2ccc3[nH]c(=O)[nH]c3c2)cc1,?,-10.1%,-3.1%,-4.0%,5.5%,1.2%,-5.8%,-16.9%
OCCN1CCN(c2nc(N3CCCCC3)nc(N3CCCCC3)n2)CC1,-3.8%,0.9%,-1.7%,-8.7%,-9.2%,-2.7%,-8.9%,-0.2%
CCOC(=O)N1CCC(N(CCN(C)C)C(=S)Nc2ccc(OCC)cc2)CC1,10.3%,4.2%,0.2%,11.1%,-0.9%,nt,i,-6.7%
CCCn1nnc(NC(=O)COc2ccc(Cl)cc2)n1,-0.5%,10.1%,0.1%,3.7%,?,8.8%,-1.8%,nt
CC1(OC(=O)C2CCCC2)C(=O)C=C2C=C(C3CC3)OC=C2C1=O (stereo not given),-14.0%,2.1%,-2.2%,6.2%,-1.6%,nt,-8.4%,nt
Cn1cc(C(=O)NCc2cccnc2)c(=O)c2cc(S(=O)(=O)N3CCCCCC3)ccc21,3.9%,-3.1%,-0.7%,-11.6%,9.9%,-16.4%[46 µM],i,4.3%
COC(=O)/C(=C\c1ccc([N+](=O)[O-])o1)NC(=O)c1ccccc1,-13.3%,-5.8%,-3.8%,5.0%,11.1%,?,-20.7%,nt
CCOC(=O)c1c(NC(=O)Cn2nc([N+](=O)[O-])c(Br)c2C)sc2c1CCC(C)C2 (stereo not given),6.4%,-6.6%,-0.3%,-16.0%,1.9%,7.0%,-8.6%,12.5%
CC(CCc1ccccc1)NC(=O)COC(=O)CC1CC2CCC1C2 (stereo not given),-17.4%,-1.7%,nt,nt,?,-10.5%,-10.1%,18.5%
COc1ccc(-c2nnnn2C(C)C)cc1,-1.4%,0.2%,nt,nt,nt,nt,-1.4%,-14.7%
Fc1ccc(NC(=S)N2CCCc3ccccc32)cc1,-21.9%,6.2%,nt,nt,-3.5%,?,7.5%,-7.4%
Cc1cc(=O)nc2c3ccccc3n(C(C)C(=O)NCCC(C)C)n12 (stereo not given),7.2%,?,nt,nt,nt,nt,-4.9%,1.9%
COc1ccc2c(c1)sc(=N)n2CC(=O)Nc1cc(C)cc(C)c1,-9.3%,-0.8%,-1.0%,-9.1%,-5.2%,-17.8%[46 µM],i,-1.0%
O=C1C(c2ccc(F)cc2)N(CC2COc3ccccc3O2)C(=O)CN1C1CCCCC1 (stereo not given),-5.1%,5.7%,1.0%,-12.6%,1.3%,?,i,8.9%
CC(=O)Nc1cccc(OCC(=O)/C=C2\N(C)c3ccccc3C2(C)C)c1,?,?,-0.4%,-43.3%[inhibitor],?,nt,-5.3%,nt
Cc1ccc2c(c1)N(Cc1ccncc1)C(=O)C(C)O2 (stereo not given),-0.4%,0.8%,1.0%,-1.1%,11.3%,5.1%,-16.1%,-1.4%
COCCn1c(SC(C)C(=O)Nc2ccc3c(c2)OCCO3)nc2ccccc2c1=O (stereo not given),-16.7%,?,5.0%,-2.5%,-8.3%,?,i,-6.1%
CCn1c2ccccc2c2cc(NC(=O)N3CCOCC3)ccc21,?,?,-0.9%,?,?,?,-1.5%,nt
COc1ccc(C(=O)NCCn2ccc3ccccc32)cc1OC,-5.3%,14.6%,2.0%,9.7%,2.1%,-9.7%,-16.1%,-0.4%
CCOc1ccc(NC(=O)CC)cc1,-2.1%,-0.3%,0.7%,6.1%,12.9%,-8.7%[46 µM],i,-0.7%
SMILES,Tau ThT inhib,KDM4E inh,KinaseGlo FLuc,SMN2 splice enh,ALDH1A1 inh,Lamin A splicing,RECQ1 inh,L3MBTL1 inh
Cn1c(=O)n(Cc2ccccc2F)c(=O)c2c1nc1n2CCCN1CCc1ccccc1,2.8%,-0.3%,2.0%,-20.9%,2.8%,6.9%,10.9%,-2.8%
O=C1NC(=O)c2cc(NC(=O)C3CCCCC3)ccc21,-5.5%,?,6.1%,17.2%,?,-9.9%,i,nt
COc1ccccc1-c1nnc(SCC(=O)Nc2cc(C)on2)o1,2.1%,7.1%,-2.2%,-3.9%,10.9%,7.9%,-2.1%,nt
Cc1ccccc1OCCCCn1c(CO)nc2ccccc21,-20.2%,-0.4%,-2.1%,-54.3%[inhibitor],0.4%,10.5%[46 µM],-16.3%,nt
Cc1ccccc1N(CC(=O)NCc1ccc2c(c1)OCO2)C(=O)CCC(=O)Nc1ccccn1,-5.0%,3.7%,-2.7%,1.1%,-1.1%,-2.8%,-2.2%,-2.9%
COc1ccccc1NC(=O)c1cc(C(=O)Nc2ccccc2OC)cc(N2C(=O)CCC2=O)c1,1.6%,?,0.5%,6.9%,1.3%,7.2%,i,-3.1%
Cc1nn(C)cc1/C=N/NC(=O)Cn1nnc(N)n1,1.5%,-3.0%,nt,nt,nt,nt,-0.9%,1.6%
CN1CCN(C(=O)CCN2C(=O)S/C(=C/c3ccc(Cl)cc3)C2=O)CC1,-9.1%,?,0.1%,-1.2%,?,nt,i,12.7%
COc1ccc(N(CC(=O)NCc2cccnc2)S(=O)(=O)c2c(C)nn(C)c2C)cc1,-5.6%,2.7%,1.1%,?,-4.1%,1.2%,-8.3%,2.3%
CCOC(=O)N1CCC(N2C(=O)c3ccccc3C2Nc2ccccc2C)CC1 (stereo not given),?,-1.9%,4.5%,-9.1%,?,-11.3%,i,-3.4%
CN(C(=O)CSc1nc2ccccc2n1CCc1ccccc1)C1CCS(=O)(=O)C1 (stereo not given),-17.8%,-2.6%,-2.3%,5.6%,22.4µM*,-4.2%,-13.4%,nt
O=c1[nH]nc(CNc2ccc(OC(F)(F)F)cc2)c2ccccc12,-12.3%,-6.9%,-1.5%,-35.7%[inhibitor],4.8%,27.8%[9.22 µM],i,9.6%
COCCNC(=O)/C(C#N)=C/c1c(N2CC(C)OC(C)C2)nc2ccccn2c1=O (stereo not given),-5.3%,?,-4.6%,9.0%,?,6.8%,-0.5%,0.4%
Clc1ccc(-c2nnc3c4ccccc4nc(N4CCOCC4)n23)cc1Cl,-9.2%,-19.4%,3.6%,-3.2%,-8.5%,?,i,3.2%
CCOC(=O)c1cn2nc(N3CCCCC3)ccc2n1,-9.7%,-14.6%,nt,nt,nt,nt,2.3%,4.0%
Cc1nnc(NC(=O)NCN2C(=O)C3C4C=CC(C4)C3C2=O)s1 (stereo not given),-10.6%,1.0%,-1.2%,-9.9%,1.4%,-6.1%,i,7.8%
O=C(N/N=C1\SCC(=O)N1CCc1ccccc1)c1cccs1,-3.1%,-19.5%,-1.3%,nt,8.7%,?,-10.8%,0.4%
Nc1cc(=O)[nH]c(SCC(=O)Nc2cc(Cl)cc(Cl)c2)n1,6.6%,-3.0%,-0.2%,-34.0%[inhibitor],3.3%,-9.9%,i,nt
COc1ccc(C(=O)N2CCC3(CCN(C(=O)Nc4ccccc4)CC3)CC2)cc1,nt,nt,-0.9%,-20.4%,-1.8%,nt,i,nt
Cc1ccc(-n2c(CNc3ccc(F)cc3)nnc2SCC(=O)NCc2ccco2)cc1,-13.0%,8.4%,2.4%,10.2%,-2.5%,8.3%,-5.2%,nt
O=C1c2ccccc2C(=O)N1CCCOCc1c[nH]c(=O)[nH]c1=O,0.3%,4.2%,-2.0%,1.6%,10.1%,5.3%,0.1%,8.7%
CN1C(=O)NC(NC(=O)c2cccs2)(C(F)(F)F)C1=O (stereo not given),5.7%,-1.6%,1.6%,?,-4.5%,-5.5%,15.2%,nt
Cn1c(=Nc2ccccc2)sc2ccccc21,?,1.3%,-1.3%,-19.9%,-3.6%,-1.5%,i,nt
O=C1OCCC1Sc1nc2ccccc2n1Cc1ccccc1 (stereo not given),-13.8%,13.3%,-0.2%,2.1%,-10.5%,-5.3%,-0.7%,0.7%[11.4 µM]

# Reformatted: entries from further up.
mol: CN1C(=O)NC(NC(=O)c2cccs2)(C(F)(F)F)C1=O (stereo not given)
  Tau ThT inhib = 5.7%; KDM4E inh = -1.6%; KinaseGlo FLuc = 1.6%; SMN2 splice enh = ?; ALDH1A1 inh = -4.5%; Lamin A splicing = -5.5%; RECQ1 inh = 15.2%; L3MBTL1 inh = nt
mol: O=C1c2ccccc2C(=O)N1CCCOCc1c[nH]c(=O)[nH]c1=O
  Tau ThT inhib = 0.3%; KDM4E inh = 4.2%; KinaseGlo FLuc = -2.0%; SMN2 splice enh = 1.6%; ALDH1A1 inh = 10.1%; Lamin A splicing = 5.3%; RECQ1 inh = 0.1%; L3MBTL1 inh = 8.7%
mol: Cn1c(=Nc2ccccc2)sc2ccccc21
  Tau ThT inhib = ?; KDM4E inh = 1.3%; KinaseGlo FLuc = -1.3%; SMN2 splice enh = -19.9%; ALDH1A1 inh = -3.6%; Lamin A splicing = -1.5%; RECQ1 inh = i; L3MBTL1 inh = nt
mol: CN(C(=O)CSc1nc2ccccc2n1CCc1ccccc1)C1CCS(=O)(=O)C1 (stereo not given)
  Tau ThT inhib = -17.8%; KDM4E inh = -2.6%; KinaseGlo FLuc = -2.3%; SMN2 splice enh = 5.6%; ALDH1A1 inh = 22.4µM*; Lamin A splicing = -4.2%; RECQ1 inh = -13.4%; L3MBTL1 inh = nt
